Screens: PubChem BioAssay, National Center for Advancing Translational Sciences (NCATS)
KinaseGlo FLuc: counter-screen: inhibitors of Kinase-Glo firefly luciferase. Potency, µM (highest dose often 38.3 µM), for inactives: at the top dose activity change, negative = inhibition, hits mostly inhibitors. hit rate 0.28% among 200,000. Kinase-Glo luciferase, ATP luminescence, 8 min. Q27757; further: potency means the concentration at half of the fitted maximal effect; on the % scale 0 is the no-effect control and ±100 the full control effect; nearly all actives have a fitted effect of over 60% in size
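Light output from Kinase-Glo luciferase with luciferin and 10 uM ATP in 50 mM imidazole pH 7.2, KCl, MgCl2, Tween 20, BSA; compound pin-delivered, 8-min ambient incubation, then luminescence read.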
CBFb RUNX1 block: CBF-beta/RUNX1 interaction disruption; 230,000 tested, under 10 active; Potency, µM (titrated, usually from 59.8 µM), without a hit: top-dose activity, negative = inhibition, most hits filed as inhibitors; AlphaScreen CBFb-His/RUNX1-biotin binding, biochemical; Q01196+Q13951; further: % of control where 0% means no effect
Target sequence (Q01196 whole entry, looked up): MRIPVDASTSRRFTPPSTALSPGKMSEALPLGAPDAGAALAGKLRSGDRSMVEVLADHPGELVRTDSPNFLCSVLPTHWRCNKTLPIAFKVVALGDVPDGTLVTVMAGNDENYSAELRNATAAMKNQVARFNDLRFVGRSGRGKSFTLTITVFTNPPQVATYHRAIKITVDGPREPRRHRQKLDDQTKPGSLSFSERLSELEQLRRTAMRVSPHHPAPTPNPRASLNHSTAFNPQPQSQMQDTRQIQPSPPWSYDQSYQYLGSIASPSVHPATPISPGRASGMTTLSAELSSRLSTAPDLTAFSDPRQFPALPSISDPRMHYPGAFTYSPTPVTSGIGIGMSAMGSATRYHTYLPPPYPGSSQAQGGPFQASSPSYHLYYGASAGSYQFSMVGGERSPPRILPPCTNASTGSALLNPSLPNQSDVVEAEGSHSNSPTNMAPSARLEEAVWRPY
Target sequence (Q13951 whole entry, looked up): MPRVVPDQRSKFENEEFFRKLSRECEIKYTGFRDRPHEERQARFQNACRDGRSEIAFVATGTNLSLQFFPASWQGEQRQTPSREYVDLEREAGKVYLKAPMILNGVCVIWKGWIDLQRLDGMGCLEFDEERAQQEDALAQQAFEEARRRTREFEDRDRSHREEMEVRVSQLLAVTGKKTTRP
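Inhibition was taken as any reduction in AlphaScreen signal from the CBF-beta–RUNX1 pair (His and biotin tags, 30 nM each), measured after compound (15 min) and bead (90 min) incubations at room temperature.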
HttQ103 aggreg: inhibitors of mutant huntingtin aggregate formation in PC12 cells | PC12 HttQ103-GFP aggregates, Acumen cytometry, 40 h | Potency, µM (series often up to 46.1 µM), for inactives: at the top dose activity change, negative = inhibition, most hits filed as inhibitors | hit rate 1.1% among 220,000 | AID 1688; further: potency means the concentration at half of the fitted maximal effect; on the % scale 0 is the no-effect control and ±100 the full control effect; nearly all actives have a fitted effect of over 60% in size
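Huntingtin Q103 exon 1–GFP aggregates in induced PC12 cells (100 nM tebufenozide) were quantified by cytometry from lysates, with compounds dosed in titration.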
IMPase Li inh: IMPase inhibition in cells with lithium potentiation | CHO-M1 cells, IP1 TR-FRET (IP-One), carbachol + lithium | Potency, µM (top dose mostly 59.4 µM), for inactives: top-dose activity, negative = IMPase inhibition, actives largely listed as inhibitors | hit rate 0.35% among 210,000 | AID 1457;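 further: IP1 builds up when IMPase is blocked and the TR-FRET signal falls; potency means the concentration at half of the fitted maximal effect; plate controls were basal vehicle for no effect and high inhibitor control for full effect; nearly all actives have a fitted effect of over 50% in size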
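CHO cells stably expressing M1 receptor (2000/well) were cultured 16–30 h, then exposed to compounds with a small lithium addition for 30 min at 37C. IP1 was measured by TR-FRET competition; AC50 from Hill fits.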
NPSR antagonist: neuropeptide S receptor (human) antagonism, cAMP. Potency, µM (series often up to 38.3 µM), for inactives: at the top dose activity change, negative = inhibition, most hits filed as inhibitors. CHO-NPSR cells, cAMP TR-FRET, antagonist mode. AID 1461. hit rate 1% among 220,000; further: potency means the concentration at half of the fitted maximal effect; on the % scale 0 is the no-effect control and ±100 the full control effect; nearly all actives have a fitted effect of over 50% in size; many of its hits are not listed in these tables
Epigenetic derep: regulators of epigenetic silencing causing reporter derepression in mouse cells; murine LDR cells, GFP reporter derepression, 30 h; Potency, µM (series often up to 53.9 µM), for inactives: at the top dose GFP activation, hits mostly activators; hit rate 0.2% among 280,000; further: potency means the concentration at half of the fitted maximal effect; % of control where 0% means no effect; nearly all actives have a fitted effect of over 60% in size
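Murine LDR cells carrying a silenced, genomically integrated CMV-driven GFP reporter were exposed to compound for 30 hours at 37 C. After PBS washes, GFP-positive cells (20–120 um objects) were counted by laser-scanning microplate cytometry.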
Lamin A splicing: LMNA splicing modulation | HeLa LMNA splicing GFP/RFP minigene ratio, 48 h | Potency, µM (highest dose often 46.1 µM), inactives show at the top dose ratio change, negative = inhibition, most hits filed as inhibitors | hit rate 0.01% among 200,000; active means well fitted inhibition curve with a large enough effect in the signal ratio, with a control signal flat, not every such curve was filed as active; inconclusive means small, poorly fitted or top-dose-only effect, or effect the other way, or a change in a side signal; the % refers to the signal ratio; further: potency means the concentration at half of the fitted maximal effect; on the % scale 0 is the no-effect control and ±100 the full control effect
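Read-out is the ratio of GFP to DsRed2 object intensity, acquired by 488 nm laser-scanning cytometry on HeLa lamin A-EGFP minigene reporter cells. Compound incubation 48 hrs at 37 °C in Opti-MEM with 2% FBS; DMSO 0.5% final.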
* marks the source's active call; other numbers are inactive results; ? = inconclusive; . = not tested or not shown; & = joins results of further samples; [ ] = remark or other dose. Unless noted, the call rests on the fitted dose curve; in most records, active means well fitted curve in the direction sought with a large enough effect; inconclusive means small, poorly fitted or top-dose-only effect, or another doubt; inactive means no such curve, though single readings can be large; an effect the other way counts as inactive or inconclusive. A portion of the library (hit frequency here may not be typical).

Start of the data: the first 2 entries as a preview:
SMILES	KinaseGlo FLuc	CBFb RUNX1 block	HttQ103 aggreg	IMPase Li inh	NPSR antagonist	Epigenetic derep	Lamin A splicing
O=C(c1ccc(F)cc1)N1CCN(c2cc(=O)[nH]nc2-c2ccccc2)CC1	-6%	-1%	-4%	4%[38.3 µM]	-7%[46.1 µM]	-0.4%	-7%
Cc1ccc(S(=O)(=O)N2CCC(=O)N(CCOCc3cccc(F)c3)CC2)cc1	-4%	0%[2.36 µM]	4%	11%	4%	-4.3%	-2%

All compounds of this part, from the first entry:
SMILES	KinaseGlo FLuc	CBFb RUNX1 block	HttQ103 aggreg	IMPase Li inh	NPSR antagonist	Epigenetic derep	Lamin A splicing
O=C(c1ccc(F)cc1)N1CCN(c2cc(=O)[nH]nc2-c2ccccc2)CC1	-6%	-1%	-4%	4%[38.3 µM]	-7%[46.1 µM]	-0.4%	-7%
Cc1ccc(S(=O)(=O)N2CCC(=O)N(CCOCc3cccc(F)c3)CC2)cc1	-4%	0%[2.36 µM]	4%	11%	4%	-4.3%	-2%
Cc1ccc(C(=O)OCc2cc3ccccc3[nH]c2=O)cc1	-1%	0%	10%	?	-7%[46.1 µM]	0.7%	5%
Cc1ccc(CNC(=O)Cn2cnc3cc([N+](=O)[O-])ccc3c2=O)cc1	0%	-2%	37%	-7%	8%	0.0%	.
O=C1c2ccccc2OCOc2ccccc21	-2%	8%	4%	21%[38.3 µM]	3%[46.1 µM]	1.6%	-4%
O=S1(=O)CCC(NC(=S)NC2CCS(=O)(=O)C2)C1 (configuration not stated)	-2%	-12%	4%	-3%	16%	0.0%	?
O=C1OCC(c2ccccc2)=C1c1ccc(S(=O)(=O)N2CCOCC2)s1	-10%	1%	21%	-6%[38.3 µM]	-16%[46.1 µM]	0.0%	9%
O=C(CC1C(=O)NCCN1Cc1ccoc1)NCCc1ccc(Cl)cc1 (configuration not stated)	-6%	2%	-11%[9.22 µM]	-2%	-16%	5.2%	?
CCOc1cc(/C=C\[N+](=O)[O-])ccc1OCC(=O)N1CCOCC1	-3%	6%	?	19%	6%	0.0%	-12%[9.22 µM]
CCN(CC)S(=O)(=O)c1ccc(NN=C2CCN(C(C)C)CC2)c([N+](=O)[O-])c1	.	-13%	6%[9.22 µM]	.	-43%	-1.2%	.
CCOC(=O)N1CCC(N(CCN(C)C)C(=S)Nc2ccccc2Cl)CC1	-1%	1%	14%	9%	-12%	-0.1%	.
CCOC(=O)CSc1nnc(-c2ccco2)n1-c1ccc(C)cc1	1%	0%	-10%	25%[38.3 µM]	-21%[46.1 µM]	1.0%	-6%
Cc1coc(C)c1C(=O)CC1(O)C(=O)Nc2cc(Cl)cc(Cl)c21 (configuration not stated)	0%	10%	7%	4%[38.3 µM]	0%[46.1 µM]	0.0%	17%
CCOC(=O)c1sc2nc3n(c(=O)c2c1C)CCC3	0%	10%	8%	-3%	14%	0.6%	5%
CCCn1cnc2c(sc3nc4c(cc32)CSC(C)(C)C4)c1=O	1%	3%	-19%	13%[38.3 µM]	-3%[46.1 µM]	0.0%	-5%
N#Cc1ccccc1Sc1ccccc1C(=O)OCc1nnc(-c2ccccc2)o1	0%	9%	5%	29%[38.3 µM]	?	-1.0%	2%
COc1ccccc1NC(=O)c1ccc(-n2cccn2)c([N+](=O)[O-])c1	-4%	-10%	-6%	6%	-7%	4.7%	?
COc1ccc(OCCSc2nc(C)c(Cc3ccccc3)c(=O)[nH]2)cc1	1%	5%	4%	-5%	-24%	-2.8%&-1.9%	?
COc1ccc(NC(=O)CSc2cc(C(=O)c3nccn3C)c3ccccc3n2)cc1	1%	1%	20%	19%	-10%	1.2%	.
NC(=O)CSc1nnc(CNc2cccc(Cl)c2)n1CCc1ccccc1	-3%	2%	3%	-6%[38.3 µM]	11%[7.67 µM]	7.0%	7%
CCn1c(C(=O)Nc2ccsc2C(=O)OC)cc2sc(Cl)cc21	-1%	2%	-11%	11%[38.3 µM]	-6%[46.1 µM]	-1.1%	-2%
CCCc1cc(C(=O)OC)c(NC(=O)OCC)s1	-1%	5%	-8%	14%	-1%[46.1 µM]	-1.1%	-8%
CCCCC(=O)NNC(=S)NC(=O)C(c1ccccc1)c1ccccc1	5%	-1%	?	-5%	-8%	9.2%	.
CCCCn1c(N)c(N(CC)C(=O)CSc2nnnn2-c2cc(C)ccc2C)c(=O)[nH]c1=O	0%	22%	12%	6%	-11%	6.1%	.
CCOC(=O)Nc1sc(C)c(C)c1C(N)=O	6%	0%	-6%	4%	14%	-1.0%	-11%
CCCCC1(C)NC(=S)N2N1C(=S)NC2(C)CCCC (configuration not stated)	.	-3%	-11%[9.22 µM]	.	10%	3.3%	.
Cc1ccc(S(=O)(=O)N2CCN(CC(=O)N/N=C/c3cc([N+](=O)[O-])ccc3Cl)CC2)cc1	.	-1%	18%	.	?	0.0%	-10%
CCNC(=S)Nc1ccc2cn[nH]c2c1	-4%	-24%	2%	-3%	13%	-2.0%	1%
O=C(CNC(=O)C1CCCCC1)Nc1ccccc1Cl	1%	5%	11%	2%	6%	-0.9%	-2%
O=C(Nc1ccc2c(c1)CCC2)c1cnccn1	-18%	3%	?	-5%[38.3 µM]	-2%[46.1 µM]	-1.8%	5%
COc1ccc(-n2ccnc2SCC(=O)NCc2ccco2)c(OC)c1	0%	-8%	-19%	-2%	4%	-3.3%	4%[46 µM]
CCn1c(Cn2nnc(-c3ccccc3)n2)nnc1SCC(=O)Nc1cccc(C(C)=O)c1	15%	11%	-13%	-4%[38.3 µM]	-5%[46.1 µM]	0.1%	8%
CCCSc1nnc(NC(=O)Nc2ccc(C)cc2)s1	.	-1%	5%[9.22 µM]	.	1%	-1.0%	.
N#Cc1cnn(CC2CCCCC2)c1N	0%	-3%	-6%	-16%[38.3 µM]	-3%[46.1 µM]	2.4%	3%
CC(=O)Nc1ccccc1C(=O)C(=O)Nc1ccc(F)cc1	1%	4%	-23%	-6%[38.3 µM]	-7%[46.1 µM]	-1.1%	5%
Cn1c(-c2cccc(Br)c2)cnc1NCc1cccnc1	2%	7%	-14%	28%[38.3 µM]	-8%[46.1 µM]	-0.7%	-13%
CCOC(=O)Cc1c(C)nc2c(-c3ccccc3)c[nH]n2c1=O	0%	-2%	?	7%	-12%[46.1 µM]	-2.2%	-22%
O=C(NCCc1c[nH]c2ccccc12)C(=O)NCC1OCCCN1S(=O)(=O)c1cccs1 (configuration not stated)	0%	-9%	-24%	6%	5%	1.1%	.
O=C(NCC1CCCO1)c1cc([N+](=O)[O-])ccc1Cl (configuration not stated)	9%	-1%	-19%	1%	17%	1.2%	.
CS(=O)(=O)N(CC(=O)N/N=C/c1ccc(OCC(=O)N2CCOCC2)cc1)c1ccccc1Cl	0%	5%	2%	8%	15%	0.0%	-1%
COc1ccc(-c2csc(N3C(=O)C4C5c6ccccc6C(c6ccccc65)[C@@H]4C3=O)n2)cc1 (some centres not stated)	1%	-11%	18%	-7%	6%	0.0%	-6%
COc1ccc(/C=N/n2cnc3c([nH]c4ccc(F)cc43)c2=O)cc1CN1CCCC1	.	-8%	-7%[9.22 µM]	.	11%	?	.
Cc1cccc(N(CC(=O)NC(C)C)C(=O)c2ccc(N3CCCC3)nc2)c1	-1%	-2%	-3%	0%	3%	0.0%	.
Cc1cc(C)n2nc(C(=O)N/N=C/c3ccco3)nc2n1	.	-3%	8%[9.22 µM]	.	10%	-1.0%	.
Cn1c(/C(C#N)=C(\O)c2ccc(S(=O)(=O)N3CCCCC3)cc2)nc2ccccc21	-5%	-1%	-4%	7%[38.3 µM]	-8%[46.1 µM]	-2.3%	-9%
CN1CCN(C(=O)c2cnn(-c3ccccc3)c2NC(=O)c2ccccc2F)CC1	-3%	3%	-1%	7%[38.3 µM]	-8%[46.1 µM]	-1.6%	-1%
Cc1cnc(NC(=O)CSc2nnc(-c3ccccc3)o2)s1	0%	-3%	-19%	2%	5%	-1.0%	6%
CC1=Nc2ccccc2NC(=O)C1Sc1nnc(C)s1 (configuration not stated)	1%	3%	-29%	-1%	-3%[46.1 µM]	-0.8%	3%

Four records picked at random from the list so far:
SMILES	KinaseGlo FLuc	CBFb RUNX1 block	HttQ103 aggreg	IMPase Li inh	NPSR antagonist	Epigenetic derep	Lamin A splicing
COc1ccc(/C=N/n2cnc3c([nH]c4ccc(F)cc43)c2=O)cc1CN1CCCC1	.	-8%	-7%[9.22 µM]	.	11%	?	.
Cc1cccc(N(CC(=O)NC(C)C)C(=O)c2ccc(N3CCCC3)nc2)c1	-1%	-2%	-3%	0%	3%	0.0%	.
Cn1c(/C(C#N)=C(\O)c2ccc(S(=O)(=O)N3CCCCC3)cc2)nc2ccccc21	-5%	-1%	-4%	7%[38.3 µM]	-8%[46.1 µM]	-2.3%	-9%
CN1CCN(C(=O)c2cnn(-c3ccccc3)c2NC(=O)c2ccccc2F)CC1	-3%	3%	-1%	7%[38.3 µM]	-8%[46.1 µM]	-1.6%	-1%
